# OPRK1 antag MB: OPRK1 (human) antagonism, Maybridge screen; P41145; OPRK1 cells, antagonist mode, fluorescence readout; inhibition, % at 9 µM; hit rate 0.4% among 16,000; AID 652031; in the data active = inhibition above about 50%
# rat GALR2 ag: activates the rat galanin receptor 2; O08726; cell-based GALR2 agonist screen; activation, % at 10 µM; hit rate 0.5% among 16,000; AID 833; in the data active = activation above about 15%
# TLR4-MyD88 inh: inhibitors of human TLR4-MyD88 binding | O00206 | Cell-based TLR4-MyD88 binding inhibition assay | inhibition, % at 10 µM | hit rate 0.06% among 16,000 | AID 811; in the data active = inhibition above about 45%
# PME-1 Maybridge: Maybridge compound blocking human PME-1 | inhibition, % at 9 µM | recombinant PME-1, FP-Rh probe fluorescence polarization | hit rate 0.5% among 16,000 | AID 2291; in the data active = inhibition above about 30%
# Target sequence (Q9Y570 whole entry, looked up): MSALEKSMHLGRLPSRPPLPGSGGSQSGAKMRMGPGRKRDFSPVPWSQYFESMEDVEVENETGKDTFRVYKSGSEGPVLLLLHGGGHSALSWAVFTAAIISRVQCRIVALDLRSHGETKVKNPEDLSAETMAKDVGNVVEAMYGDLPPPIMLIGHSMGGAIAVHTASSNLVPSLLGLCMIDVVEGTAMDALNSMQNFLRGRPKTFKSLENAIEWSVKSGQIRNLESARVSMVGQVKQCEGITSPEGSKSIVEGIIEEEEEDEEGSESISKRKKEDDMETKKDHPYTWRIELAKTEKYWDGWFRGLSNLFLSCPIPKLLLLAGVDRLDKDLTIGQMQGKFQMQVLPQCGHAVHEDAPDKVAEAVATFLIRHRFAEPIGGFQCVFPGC
# Nox1 inh: blocks human NADPH oxidase 1 activity. HT29 cells, luminol chemiluminescence ROS. Q9Y5S8. inhibition, % at 6.7 µM. hit rate 0.81% among 16,000
# S1P1 agonist: activates the human S1P1 receptor. S1P1 agonist cell-based reporter assay. hit rate 1.5% among 16,000. P21453. AID 1044. activation, % at 4.5 µM; in the data active = activation above about 80%
# NOTCH agonist: activates NOTCH signaling in reporter cells | AID 434982 | hit rate 0.4% among 15,000 | activation, % at 2.5 µM | NOTCH signaling luciferase reporter cells, luminescence; in the data active = activation above about 2.2%
# luminol inh ctr: counter-screen for Nox1 inhibitors: inhibitors of luminol chemiluminescence. hit rate 0.4% among 16,000. HRP/luminol/H2O2 chemiluminescence counterscreen. inhibition, % at 6.7 µM; also: reference of the scale not given here
# * = called active by the depositor. Rule as the data show it, unless noted: active = inhibition above about 75%; inactive = the rest. A portion of the library. The share of hits here may be higher or lower than overall.
# Every second line gives: OPRK1 antag MB, rat GALR2 ag, TLR4-MyD88 inh, PME-1 Maybridge, Nox1 inh, S1P1 agonist, NOTCH agonist, luminol inh ctr
1	CCCCCCNC(=O)NCCCCCC
→ -17, -4, 2, 4, 10, -9, -0.7, -4
2	COc1cc(C2SCCS2)cc([N+](=O)[O-])c1OC(=O)Cc1ccccc1
→ 8, -2, 4, 3, -50, -5, -0.2, 0
3	Cn1ncc2c(O/N=C(\N)c3cc(C(F)(F)F)cc(C(F)(F)F)c3)ncnc21
→ 21, 1, -1, 8, 31, 25, -0.1, -4
4	Cn1nccc1NC(=S)Nc1ccc(Br)cc1OC(F)(F)F
→ 8, -8, 6, 1, 17, -3, -0.4, 1
5	CC(C)(C)c1cc(C(=O)NNC(=S)Nc2ccccc2)n(Cc2ccc(Cl)cc2Cl)n1
→ -3, -9, -2, 4, 34, 101*, -0.6, 3
6	O=C(NC1CCCCNC1=O)c1ccc2nsnc2c1 (centres undefined)
→ 19, -5, 0, 5, 27, 3, -0.4, -7
7	CC(=O)n1ccc(-c2ccc(-c3cc(C(F)(F)F)n(C)n3)s2)n1
→ -1, -8, -7, -1, -4, 13, -0.6, 0
8	COc1ccc(OC)c(N=C2SCS2)c1
→ 4, 0, -5, -4, -54, -7, -0.5, 1
9	N#C/C(=C\N1CCc2ccccc2C1)C(=O)c1cccs1
→ 8, 3, -1, 7, 11, 12, 0.8, -7

# Profiles, looked up by structure:
# Shown for COc1cc(C2SCCS2)cc([N+](=O)[O-])c1OC(=O)Cc1ccccc1 = OPRK1 antag MB = 8; rat GALR2 ag = -2; TLR4-MyD88 inh = 4; PME-1 Maybridge = 3; Nox1 inh = -50; S1P1 agonist = -5; NOTCH agonist = -0.2; luminol inh ctr = 0
# Shown for N#C/C(=C\N1CCc2ccccc2C1)C(=O)c1cccs1 = OPRK1 antag MB = 8; rat GALR2 ag = 3; TLR4-MyD88 inh = -1; PME-1 Maybridge = 7; Nox1 inh = 11; S1P1 agonist = 12; NOTCH agonist = 0.8; luminol inh ctr = -7

# Values by screen from the entries so far.
# TLR4-MyD88 inh for nos. 4–9: 6, -2, 0, -7, -5, -1

# S1P1 agonist: what is marked active above.
no. | structure | OPRK1 antag MB | rat GALR2 ag | TLR4-MyD88 inh | PME-1 Maybridge | Nox1 inh | S1P1 agonist | NOTCH agonist
5 | CC(C)(C)c1cc(C(=O)NNC(=S)Nc2ccccc2)n(Cc2ccc(Cl)cc2Cl)n1 | -3 | -9 | -2 | 4 | 34 | 101* | -0.6

# From PubChem
